Assay outcomes deposited in PubChem BioAssay by several laboratories.
BioA inh: M. tuberculosis BioA enzyme inhibitors, primary screen, biochemical, plate reader, single point, HTS. 7,8-diaminopelargonic acid synthase BioA (Mycobacterium tuberculosis). purified M. tuberculosis BioA enzyme. inhibition, % at 9.99 µM. 360,000 compounds, 0.096% hits. AID 602481, 2012; in the data active means inhibition above about 40%; inconclusive means no clear call, values can overlap the other calls
MazF activator: activators of E. coli MazEF toxin-antitoxin RNase, primary screen, biochemical, fluorescence, uHTS; Endoribonuclease toxin MazF (Escherichia coli (strain K12)), P0AE70; FAM/BHQ RNA-DNA oligo cleavage fluorescence, 5 h; activation, % at 20 µM; 350,000 compounds, 0.32% hits; in the data active means activation above about 50%
Target sequence (P0AE70 whole entry, looked up): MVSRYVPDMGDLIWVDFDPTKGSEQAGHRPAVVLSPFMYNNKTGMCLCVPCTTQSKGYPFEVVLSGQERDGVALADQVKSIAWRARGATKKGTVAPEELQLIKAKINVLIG
VHR inh abs: VHR1 phosphatase inhibitors, primary screen, biochemical, absorbance, uHTS; Dual specificity protein phosphatase 3 (Homo sapiens), P51452; recombinant VHR phosphatase, pNPP absorbance; inhibition, % at 13.3 µM; 290,000 compounds, 0.52% hits; AID 1654, 2009; in the data active means inhibition above about 50%; further: some compounds called inactive have numbers as strong as hits
Target sequence (P51452 whole entry, looked up): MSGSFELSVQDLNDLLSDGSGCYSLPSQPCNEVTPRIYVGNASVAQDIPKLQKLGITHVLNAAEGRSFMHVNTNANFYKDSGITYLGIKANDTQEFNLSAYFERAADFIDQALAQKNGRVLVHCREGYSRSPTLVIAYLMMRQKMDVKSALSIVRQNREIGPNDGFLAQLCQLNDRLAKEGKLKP
FadD28 binding: inhibitors of FadD28 bisubstrate probe binding, primary screen, biochemical, fluorescence polarization, single point | Mycobacterium tuberculosis FadD28 fatty-acid-AMP ligase | inhibition, % at 12.5 µM | 360,000 compounds, 0.22% hits; in the data active means inhibition above about 8.5%, passing the limit was not always enough; inconclusive means no clear call, values can overlap the other calls
BoNT F protease: BoNT/F light chain protease inhibitors, primary screen, biochemical, flow cytometry, MLPCN library; Multiplex microsphere protease cleavage assay; 360,000 compounds, 0.22% hits; inhibition, % at 10 µM; in the data active means inhibition above about 35%, passing the limit was not always enough; inconclusive means no clear call, values can overlap the other calls; further: plate controls were buffer without enzyme for full effect and enzyme alone for no effect
GDH-TPI inh: GDH-TPI coupling enzyme inhibitors, primary screen, artefact control for M. tuberculosis FBA inhibitor project, biochemical, absorbance, full deck. GDH-TPI coupled enzyme counterscreen, NADH absorbance. inhibition, % at 4.8 µM. 360,000 compounds, 1.2% hits. AID 588335, 2011;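 further: 0% = DMSO wells and 100% = wells lacking the enzyme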
CCHFV vOTU inh: CCHFV vOTU protease inhibitors, primary screen, biochemical, Pep-AMC substrate, fluorescence; Crimean-Congo hemorrhagic fever virus L polyprotein viral ovarian tumor (vOTU) protease …; inhibition, % at 11.5 µM; 370,000 compounds, 0.55% hits; AID 651958, 2012; further: 0% = vehicle wells with enzyme and 100% = no enzyme wells
UGM FP inh: M. tuberculosis UGM enzyme inhibitors, primary screen, biochemical, fluorescence polarization, single point; UDP-galactopyranose mutase (Mycobacterium tuberculosis (strain ATCC 25618 / H37Rv)), …; purified UGM, fluorescence polarization probe displacement; inhibition, % at 10 µM; 320,000 compounds, 0.06% hits; in the data active means inhibition above about 10%, passing the limit was not always enough; inconclusive means no clear call, values can overlap the other calls
Rv3671c protease: Rv3671c serine protease inhibitors, primary screen, biochemical, fluorescence polarization, M. tuberculosis H37Rv | inhibition, % at 5.96 µM | 320,000 compounds, 0.048% hits | AID 2606, 2010 | P9WHR9; in the data active means inhibition above about 38%;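 further: extracellular domain of Rv3671c used as enzyme; 0% = enzyme with DMSO and 100% = no enzyme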
Target sequence (P9WHR9 whole entry, looked up, the tested form may be a part): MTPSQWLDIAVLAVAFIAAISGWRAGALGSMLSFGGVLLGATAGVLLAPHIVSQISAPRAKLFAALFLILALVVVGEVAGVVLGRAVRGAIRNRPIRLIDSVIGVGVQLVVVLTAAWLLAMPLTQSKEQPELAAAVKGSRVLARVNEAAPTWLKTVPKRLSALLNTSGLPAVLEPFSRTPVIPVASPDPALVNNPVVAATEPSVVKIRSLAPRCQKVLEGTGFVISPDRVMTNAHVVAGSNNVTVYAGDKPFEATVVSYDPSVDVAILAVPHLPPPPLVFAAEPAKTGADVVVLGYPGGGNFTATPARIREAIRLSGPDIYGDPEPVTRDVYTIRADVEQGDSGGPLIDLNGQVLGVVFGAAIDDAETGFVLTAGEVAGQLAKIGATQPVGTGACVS
Mtb FBA inh: Mtb FBA enzyme inhibitors, primary screen, biochemical, fluorescence, strain H37Rv; AID 588726, 2011; purified M. tuberculosis FBA, fluorescence read-out; inhibition, % at 1 µM; 360,000 compounds, 2.3% hits; in the data active means inhibition above about 27%;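 further: 0% = vehicle and 100% = reference inhibitor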
Target sequence (P9WQA3 whole entry, looked up): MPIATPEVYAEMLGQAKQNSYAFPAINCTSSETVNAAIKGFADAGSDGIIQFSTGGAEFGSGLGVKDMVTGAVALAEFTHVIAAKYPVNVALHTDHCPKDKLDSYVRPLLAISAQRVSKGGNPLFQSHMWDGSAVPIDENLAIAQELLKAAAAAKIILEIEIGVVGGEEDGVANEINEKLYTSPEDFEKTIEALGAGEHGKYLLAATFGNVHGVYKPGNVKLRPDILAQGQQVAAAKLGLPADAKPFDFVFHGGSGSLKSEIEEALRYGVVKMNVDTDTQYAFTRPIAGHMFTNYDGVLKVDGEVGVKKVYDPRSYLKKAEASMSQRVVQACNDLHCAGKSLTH
The depositor's hits bear a star; ? = inconclusive; . = not tested or not shown. Unless noted, no stated cut-off is given here; in the data, active means inhibition above about 30%; inactive means the rest.

Short keys – A = BioA inh; B = MazF activator; C = VHR inh abs; D = FadD28 binding; E = BoNT F protease; F = GDH-TPI inh; G = CCHFV vOTU inh; H = UGM FP inh; I = Rv3671c protease; J = Mtb FBA inh
1) Cc1ccc2nc(C)cc(Nc3ccc4c(c3)OCCO4)c2c1
  A = 7.8; B = 9; C = -2; D = -0.6; E = -13; F = 33*; G = 5; H = -1.0; I = 8; J = 3

2) COc1ccc(C(=O)COC(=O)CNC(=O)c2ccc(C)s2)c(OC)c1
  A = -0.9; B = -2; C = .; D = -3.9; E = 1; F = 15; G = 19; H = -1.0; I = 0; J = 2

3) O=C1/C(=C/c2ccc3c(c2)OCO3)CCC/C1=C\c1ccc2c(c1)OCO2
  A = .; B = 2; C = -8; D = -0.8; E = -3; F = 13; G = 12; H = 0.9; I = -1; J = 2

4) COc1ccc(C(=O)N/C(=C\c2cn(S(=O)(=O)N(C)C)c3ccccc23)C(=O)NC(C)C)cc1
  A = .; B = 3; C = -11; D = -3.5; E = -2; F = -3; G = 6; H = 0.1; I = -4; J = -7

5) Cc1nn(-c2ccccc2)c(C)c1/C=N\N1CCN(c2ccc(Cl)cc2)CC1
  A = .; B = -1; C = 8; D = -5.5; E = -2; F = -12; G = 6; H = 1.4; I = -2; J = 3

6) OC[C@@H]1CN(Cc2cccc(C(F)(F)F)c2)C[C@H](n2cnc3c(NC4CC4)ncnc32)O1
  A = 0.2; B = .; C = .; D = -3.4; E = 0; F = 4; G = 0; H = .; I = .; J = -3

7) CS(=O)(=O)c1cccc(C(=O)N(CCc2ccccc2)Cc2cccs2)c1
  A = -1.4; B = 3; C = 7; D = 0.3; E = 9; F = 12; G = -22; H = -0.1; I = 2; J = 2

8) COc1ccc(/C=C/C(=O)NC(=S)N2CCOCC2)cc1
  A = -0.1; B = 4; C = 16; D = -3.1; E = 4; F = 16; G = 13; H = -0.4; I = 8; J = -1

9) CN(CC(=O)Nc1ccc(S(=O)(=O)N2CCOCC2)cc1)Cc1ccc(F)cc1
  A = -0.8; B = -5; C = .; D = -1.5; E = 0; F = 1; G = -8; H = -2.8; I = 1; J = -3

10) CCOC(=O)C1=C(c2ccccc2)N=C2SCC(=O)N2C1c1ccc(O)c(OC)c1 (stereo not drawn)
  A = .; B = -9; C = -5; D = -1.7; E = 10; F = 18; G = 3; H = 2.4; I = -4; J = -2

Profiles, quoted from the list:
CCOC(=O)C1=C(c2ccccc2)N=C2SCC(=O)N2C1c1ccc(O)c(OC)c1 (stereo not drawn) is listed as BioA inh = .; MazF activator = -9; VHR inh abs = -5; FadD28 binding = -1.7; BoNT F protease = 10; GDH-TPI inh = 18; CCHFV vOTU inh = 3; UGM FP inh = 2.4; Rv3671c protease = -4; Mtb FBA inh = -2
Cc1nn(-c2ccccc2)c(C)c1/C=N\N1CCN(c2ccc(Cl)cc2)CC1 is listed as BioA inh = .; MazF activator = -1; VHR inh abs = 8; FadD28 binding = -5.5; BoNT F protease = -2; GDH-TPI inh = -12; CCHFV vOTU inh = 6; UGM FP inh = 1.4; Rv3671c protease = -2; Mtb FBA inh = 3

Going on with the list:
Short keys – A = BioA inh; B = MazF activator; C = VHR inh abs; D = FadD28 binding; E = BoNT F protease; F = GDH-TPI inh; G = CCHFV vOTU inh; H = UGM FP inh; I = Rv3671c protease; J = Mtb FBA inh
11) CCOC(=O)C1CCN(C(=O)COc2ccc(S(=O)(=O)NC(C)C)cc2Cl)CC1
  A = 0.0; B = 8; C = 13; D = -0.9; E = 2; F = 0; G = 17; H = -0.3; I = 1; J = 3

12) Cc1ccc(C(=O)Nc2ccc(NC(=O)c3ccccc3Cl)c(C)c2)cc1
  A = -1.2; B = 10; C = .; D = -2.1; E = 6; F = -1; G = 4; H = .; I = .; J = -1

13) O=C(Nc1ccc2cn[nH]c2c1)c1ccccc1F
  A = .; B = -4; C = -2; D = -1.8; E = 0; F = 2; G = 1; H = -5.8; I = -10; J = 1

14) O=C1CCCC2=C1C(c1cccs1)Nc1ccccc1N2 (stereo not drawn)
  A = .; B = 9; C = -2; D = 1.5; E = -3; F = 17; G = 0; H = 8.5; I = -6; J = 0

15) CN(CC(=O)Nc1ccc(Cl)cc1)CC(=O)Nc1sc2c(c1C(N)=O)CCC2
  A = -0.1; B = 6; C = .; D = -3.3; E = 2; F = 9; G = 1; H = .; I = .; J = -1

16) COC(=O)CCC(=O)OC1(C)C(=O)C=C2C=C(C3CC3)N(CCc3ccccn3)C=C2C1=O (stereo not drawn)
  A = -0.6; B = -10; C = 30; D = 0.3; E = -11; F = 15; G = 13; H = 3.2; I = -31; J = -3

17) COc1ccc(CCn2nnc3ccccc3c2=O)cc1OC
  A = -0.4; B = 1; C = .; D = -2.2; E = 0; F = 1; G = 13; H = .; I = .; J = 3

18) CC1CC(C)CN(CCCNC(=O)c2ccc(CS(=O)(=O)Cc3ccccc3F)o2)C1 (stereo not drawn)
  A = 1.9; B = 4; C = 32; D = 1.8; E = -2; F = 0; G = 16; H = 2.3; I = 4; J = -1

19) CCCc1nnc(NC(=O)CN2C(=O)C3C4C=CC(C4)C3C2=O)s1 (stereo not drawn)
  A = 1.1; B = 10; C = 4; D = -1.8; E = -14; F = -2; G = -8; H = 0.9; I = 3; J = -2

20) CCOc1ccccc1N1CCN(C(=O)NC(C)c2ccc(F)c(F)c2)CC1 (stereo not drawn)
  A = -0.6; B = 0; C = 10; D = -3.8; E = 0; F = 0; G = -5; H = 8.1; I = 4; J = -8

An excerpt from above, showing only MazF activator and UGM FP inh:
entry	SMILES	MazF activator	UGM FP inh
9	CN(CC(=O)Nc1ccc(S(=O)(=O)N2CCOCC2)cc1)Cc1ccc(F)cc1	-5	-2.8
10	CCOC(=O)C1=C(c2ccccc2)N=C2SCC(=O)N2C1c1ccc(O)c(OC)c1 (stereo not drawn)	-9	2.4
11	CCOC(=O)C1CCN(C(=O)COc2ccc(S(=O)(=O)NC(C)C)cc2Cl)CC1	8	-0.3

(listing goes on)
Short keys – A = BioA inh; B = MazF activator; C = VHR inh abs; D = FadD28 binding; E = BoNT F protease; F = GDH-TPI inh; G = CCHFV vOTU inh; H = UGM FP inh; I = Rv3671c protease; J = Mtb FBA inh
21) COC(=O)c1ccc(Nc2ccc3nonc3c2[N+](=O)[O-])cc1
  A = 0.3; B = 14; C = 10; D = -0.4; E = ?; F = -9; G = 0; H = 0.4; I = 9; J = 1

22) CCOC(=O)c1ccc(NC(=O)CCc2c(C)nc3ncnn3c2C)cc1
  A = .; B = 6; C = 4; D = -1.0; E = ?; F = 14; G = 6; H = -3.4; I = -5; J = 1

23) C=C1C(=O)O[C@@H]2C[C@@H](C)[C@H]3C=CC(=O)[C@]3(O)C[C@@H]12
  A = -1.7; B = 3; C = 15; D = -1.0; E = -4; F = -1; G = 5; H = 4.6; I = -11; J = 3

24) CNC(=O)c1cc2c(s1)CCCCCC2
  A = 0.6; B = 4; C = 0; D = 3.1; E = 5; F = 3; G = 0; H = 3.0; I = 4; J = 8

25) CCN(Cc1ccccc1)S(=O)(=O)c1ccc(OC)cc1
  A = 0.3; B = 3; C = 22; D = -6.3; E = 9; F = -12; G = -9; H = -2.5; I = -3; J = -1

26) CCOc1ccc(OCC)c(NC(=O)CSCCc2ccccn2)c1
  A = 2.0; B = -4; C = -6; D = -0.4; E = -1; F = -1; G = 5; H = 2.5; I = 7; J = -1

27) C/C(=N\NC(=O)CCc1c[nH]c2ccccc12)c1ccc([N+](=O)[O-])cc1
  A = .; B = 2; C = 2; D = -1.5; E = -4; F = 5; G = 0; H = -0.9; I = 10; J = 5

28) O=C(O)c1sccc1Oc1ccc(F)cc1[N+](=O)[O-]
  A = -2.0; B = 10; C = 6; D = -2.3; E = -39; F = 8; G = 0; H = -0.5; I = 3; J = 3

29) Cc1cc(=O)n2cc(-c3ccccc3)nc2[nH]1
  A = .; B = 5; C = -2; D = -2.6; E = -7; F = 6; G = -33; H = -0.4; I = -8; J = 89*

30) COc1ccc(-n2ncc3c(NCc4ccc5c(c4)OCO5)ncnc32)cc1
  A = .; B = 37; C = 1; D = 0.6; E = -6; F = 2; G = 2; H = -1.5; I = 2; J = 4

Continued (three carried over from the part before).
Short keys – A = BioA inh; B = MazF activator; C = VHR inh abs; D = FadD28 binding; E = BoNT F protease; F = GDH-TPI inh; G = CCHFV vOTU inh; H = UGM FP inh; I = Rv3671c protease; J = Mtb FBA inh
28) O=C(O)c1sccc1Oc1ccc(F)cc1[N+](=O)[O-]
  A = -2.0; B = 10; C = 6; D = -2.3; E = -39; F = 8; G = 0; H = -0.5; I = 3; J = 3

29) Cc1cc(=O)n2cc(-c3ccccc3)nc2[nH]1
  A = .; B = 5; C = -2; D = -2.6; E = -7; F = 6; G = -33; H = -0.4; I = -8; J = 89*

30) COc1ccc(-n2ncc3c(NCc4ccc5c(c4)OCO5)ncnc32)cc1
  A = .; B = 37; C = 1; D = 0.6; E = -6; F = 2; G = 2; H = -1.5; I = 2; J = 4

31) CCCCCNC1=CC(=O)CC(c2ccccc2)C1 (stereo not drawn)
  A = 2.2; B = 7; C = 10; D = -3.5; E = -13; F = -6; G = -3; H = 2.1; I = 4; J = -8

32) CC(=O)c1ccc(N2CCN(CC(=O)Nc3cc(C)on3)CC2)cc1
  A = 7.2; B = -2; C = 2; D = -4.4; E = -4; F = 12; G = 5; H = -1.0; I = -6; J = 1

33) Cc1ccc(NC(=O)CSc2nnc3n2CCCCC3)cc1S(=O)(=O)N1CCOCC1
  A = 0.8; B = -10; C = .; D = -2.9; E = -7; F = -4; G = -6; H = .; I = .; J = 0

34) Cc1ccc2c(c1)C(=O)N1[C@H]3c4ccccc4OC[C@@H]3[C@H](c3ccccc3)[C@]1(C)C(=O)N2
  A = -0.6; B = 11; C = .; D = -2.4; E = 0; F = 3; G = .; H = 1.6; I = -19; J = 0

35) O=C(Nc1cccnc1)Nc1cccc(F)c1
  A = 5.6; B = 10; C = 25; D = -0.5; E = 18; F = 8; G = 13; H = 0.0; I = 1; J = 4

36) O=C(NCC(c1ccco1)N1CCc2ccccc2C1)c1ccccc1 (stereo not drawn)
  A = 3.0; B = -4; C = .; D = -3.0; E = -11; F = 5; G = -1; H = 0.5; I = 8; J = -2

37) CC1Cc2cc(/C(O)=C3/C(=O)C(=O)N(CCN4CCOCC4)C3c3cccc(Cl)c3)ccc2O1 (stereo not drawn)
  A = -0.9; B = -3; C = 20; D = -0.4; E = 2; F = 21; G = 1; H = 1.3; I = -1; J = 2

38) O=C1CN(c2ccc(Br)cc2)C(=O)N1CC(=O)N1CCCc2ccccc21
  A = -0.5; B = 2; C = 0; D = -1.2; E = -8; F = 10; G = 8; H = 0.7; I = -8; J = -1

39) CCC(C(=O)NC1CCCC1)n1nc(C)n2c(cc3occc32)c1=O (stereo not drawn)
  A = 7.4; B = 3; C = 12; D = -4.8; E = 5; F = -4; G = 0; H = 0.8; I = 1; J = 0

40) CCCN(CC(=O)Nc1ccccc1C)C(=O)C1CC(=O)N(c2ccccc2C(C)CC)C1 (stereo not drawn)
  A = 0.1; B = 6; C = .; D = -2.3; E = -3; F = -4; G = -4; H = -1.8; I = 3; J = 2

41) O=C(Nc1ccccc1Oc1ccccc1)C1=COCCO1
  A = 0.7; B = -4; C = -4; D = -2.6; E = 3; F = -6; G = 14; H = 1.8; I = 2; J = 0
